mIAP inh: mouse IAP inhibition; actives 0.2% (n = 330,000); inhibition, % at 10 µM; purified mouse IAP, CDP-Star luminescence, 30 min;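 active = inhibition of at least 40% at 10 µM in the primary screen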;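 also: plate controls were DMSO with enzyme for no effect and no enzyme wells for full effect; values of inactives mirror those of a sister screen read the other way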
hIAP block: blocks human intestinal alkaline phosphatase; P09923; purified IAP, CDP-Star luminescence, 30 min; inhibition, % at 10 µM; actives 0.12% (n = 330,000);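 active = inhibition reaching a set limit with compound at 10 µM in the primary screen, cut at about 35% in these data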;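 also: plate controls were DMSO wells with enzyme for no effect and no-enzyme buffer wells for full effect; values of inactives mirror those of a sister screen read the other way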
Target sequence (P09923 whole entry, looked up): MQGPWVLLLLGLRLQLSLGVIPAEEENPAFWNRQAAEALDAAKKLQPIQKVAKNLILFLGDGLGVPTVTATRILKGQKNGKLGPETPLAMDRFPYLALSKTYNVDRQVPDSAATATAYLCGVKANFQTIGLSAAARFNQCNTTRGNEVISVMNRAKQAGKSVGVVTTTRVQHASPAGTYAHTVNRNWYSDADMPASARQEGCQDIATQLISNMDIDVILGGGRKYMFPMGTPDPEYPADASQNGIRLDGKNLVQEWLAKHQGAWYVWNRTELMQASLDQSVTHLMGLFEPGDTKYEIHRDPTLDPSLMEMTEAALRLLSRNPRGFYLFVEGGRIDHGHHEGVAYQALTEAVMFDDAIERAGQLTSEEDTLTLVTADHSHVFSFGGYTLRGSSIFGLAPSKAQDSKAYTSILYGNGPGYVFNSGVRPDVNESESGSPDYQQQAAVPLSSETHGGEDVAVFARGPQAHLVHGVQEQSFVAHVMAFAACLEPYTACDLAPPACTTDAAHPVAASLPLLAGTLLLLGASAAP
mIAP activ: mouse IAP activation. activation factor at 10 µM. AID 2805. muIAP, CDP-Star luminescence, 30 min; active compounds read high; 1 = vehicle-only enzyme signal, 0 = enzyme-free wells. actives 0.24% (n = 330,000);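 active = activation factor of at least 2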; also: the source names both 10 and 20 µM as test concentration; values of inactives mirror those of a sister screen read the other way
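System: Mouse IAP enzyme | Also added: CDP-Star substrate | Dosing: Compounds dispensed in DMSO | Schedule: 30 min enzyme-substrate-compound incubation at room temperature | Technique: Chemiluminescence readout | Control set: DMSO-only wells and no-enzyme negative control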
tim10-1 inh: tim10-1 yeast growth inhibition | S. cerevisiae tim10-1 ts strain growth, BacTiter-Glo, 24 h | inhibition, % at 20 µM | actives 2.2% (n = 330,000);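 active = inhibition of at least 40%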;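 also: mutant grown at 25 °C; 0% = DMSO wells with yeast and 100% = wells holding no yeast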
Apaf-1 inh: blocks human Apaf-1 apoptosome activity; actives 0.71% (n = 330,000); reconstituted apoptosome caspase-3 activity, DEVD-Rh110 fluorescence; inhibition, % at 20 µM; O14727; active = inhibition of at least 40% at 20 µM;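 also: plate controls were DMSO wells for no effect and DEVD-CHO caspase inhibitor wells for full effect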
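detection = Rh110 fluorescence intensity | test system = biochemical Apaf-1 apoptosome reconstitution | also added = cytochrome c and DEVD-Rh110 substrate | schedule = 30 min plus 50 min, RT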
NALP3 yeast inh: inhibitors of NALP3 inflammasome in yeast; Yeast reconstituted NLRP3/ASC/caspase-1, beta-gal luminescence, 24 h; inhibition, % at 10 µM; actives 0.39% (n = 330,000);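 active = inhibition of 50% or more; inactive = inhibition below 50%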;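 also: plate controls were induced DMSO wells for no effect and uninduced yeast grown without galactose for full effect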
hIAP act: human IAP activation. actives 0.16% (n = 330,000). AID 2524. purified human IAP, CDP-Star luminescence, 30 min; active compounds read high; 1 = vehicle-only enzyme, 0 = enzyme-free background. activation factor at 10 µM. P09923;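 active = activation factor of the enzyme at least 2-fold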; also: the source names both 10 and 20 µM as test concentration; values of inactives mirror those of a sister screen read the other way
ATG4B inh: blocks human ATG4B protease cleavage of LC3 substrate. Q9Y4P1. ATG4B cleavage of LC3-PLA2, NBD-HPC fluorescence, 1 h. inhibition, % at 8.33 µM. actives 0.51% (n = 340,000); in the data active = inhibition above about 40%
Target sequence (Q9Y4P1 whole entry, looked up): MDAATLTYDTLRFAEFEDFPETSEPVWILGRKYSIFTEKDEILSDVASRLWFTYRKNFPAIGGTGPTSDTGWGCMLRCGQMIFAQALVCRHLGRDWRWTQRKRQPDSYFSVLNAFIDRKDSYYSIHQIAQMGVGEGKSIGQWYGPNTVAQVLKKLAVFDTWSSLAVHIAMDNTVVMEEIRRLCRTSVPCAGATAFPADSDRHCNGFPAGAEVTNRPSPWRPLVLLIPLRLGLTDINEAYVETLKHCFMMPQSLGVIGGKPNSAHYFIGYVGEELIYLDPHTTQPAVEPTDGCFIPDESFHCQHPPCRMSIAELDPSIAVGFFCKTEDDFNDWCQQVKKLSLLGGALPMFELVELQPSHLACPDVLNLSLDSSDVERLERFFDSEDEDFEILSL
TIM10 inh: TIM10 yeast growth inhibition; S. cerevisiae TIM10 strain growth, BacTiter-Glo luminescence, 24 h; inhibition, % at 10 µM; actives 1.4% (n = 330,000);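 active = inhibition of 40% or more at the single tested concentration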;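 also: wild-type TIM10 isogenic control strain grown at permissive 25 °C; 0% = DMSO yeast wells and 100% = minimal medium wells without yeast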
Numbers without * were called inactive; . = not tested or not shown; & = joins results of further samples.

Value order: NALP3 yeast inh	Apaf-1 inh	mIAP activ	ATG4B inh	hIAP block	tim10-1 inh	mIAP inh	hIAP act	TIM10 inh
NC(=O)C1CCCN(Cc2c(C(=O)N3CCc4ccccc4C3)nc3ccc(Cl)cn23)C1 (centres undefined)
→ -4	5	1	17	-14	4	0	1.1	9
COc1ccc2[nH]c3c(c2c1)CCN1C(=O)C(CC(=O)NC(C)(C)C)C[C@H](C(=O)N2CCCCC2)[C@@]31C (some centres undefined)
→ .	18	1.2	2	.	11	-7	.	-4
COC(=O)CC1=NN(c2nc3ccccc3s2)C(=O)/C1=C/N(C)C
→ -12	-1	0.92	1	20	8	8	0.8	-12
Cn1c(=O)n(Cc2ccccc2Cl)c2ccccc21
→ -28	2	0.94	-3	4	17	6	0.96	22
COCCCN1C(=O)C(=O)/C(=C(/O)c2ccccc2)C1c1ccc(N(C)C)cc1 (centres undefined)
→ -8	-13	0.92	5	9	19	8	0.91	10
CCOC(=O)C1=NOC(C(=O)NN(C)c2ncc(C(F)(F)F)cc2Cl)C1 (centres undefined)
→ -1	-9	0.96	-5	-19	-6	4	1.2	0
O=C(Cc1cn2ccsc2n1)OCc1ccccc1
→ 17	2	0.99	-1	-20	2	1	1.2	2
O=C(COc1ccccc1)NC1CCS(=O)(=O)C1 (centres undefined)
→ 23	-4	0.92	-6	16	-1	8	0.84	-8
COc1ccc(-c2sc3ccccc3c2/C=C/c2ccncc2)cc1
→ 7	29	1	-5	8	-110	-2	0.92	-71
C[C@@H]1CC[C@@]2(O[C@H](CCO)C[C@@H](O)[C@@H]2O)O1
→ 8	-3	1.1	1	4	7	-6	0.96	10
COCCCN1CN(S(=O)(=O)c2ccc(C)cc2C)c2nc3ccccc3nc21
→ 8	18	0.95	-1	-7	33	5	1.1	7
Cc1ccc(S(=O)(=O)NNC(=O)CCCCC(=O)NNS(=O)(=O)c2ccc(C)cc2)cc1
→ 1	7	0.94	-10	4	-3	6	0.96	-11
CCCc1c(C(=O)N/N=C/c2ccc(OCc3ccccc3)c(OC)c2)nnn1-c1nonc1N
→ 5	12	0.9	4	-10	2	10	1.1	-25
Cn1c(N)c(C(=O)COC(=O)CN2C(=O)c3ccccc3C2=O)c(=O)n(C)c1=O
→ 20	2	0.97	0	-4	10	3	1	18
COc1ccccc1-c1nnc(NC(=O)c2cccc(N3C(=O)CCC3=O)c2)o1
→ 5	-5	0.97	-9	-10	1	3	1.1	7
COc1cc(/C=C2/C(=O)NN(c3cccc(C)c3)C2=O)ccc1OC(=O)c1ccco1
→ 3	3	0.9	8	18	-13	10	0.82	2
O=C(N1CCOCC1)N1CCN(C(c2ccccc2)c2ccccc2)CC1
→ 20	1	0.93	5	16	22	7	0.84	13
CC(C)CC1(C)NC(=O)N(CC(=O)N2C(C)CCCC2C)C1=O (centres undefined)
→ -3	21	0.98	4	11	17	2	0.89	-4
COc1ccc(-c2cc(C(=O)O)c3c(C)nn(-c4ccccn4)c3n2)cc1
→ 13	-2	0.98	-2	-24	6	2	1.2	-6
O=C(N/N=C/c1ccoc1)c1ccc(Cl)cc1Cl
→ 20	1	0.98	-5	6	6	2	0.94	6
CSCCC(NC(=O)c1ccccc1Cl)C(=O)NCC(c1ccco1)N1CCCCC1 (centres undefined)
→ 23	-2	1	0	-11	-9	0	1.1	14
NC(=O)NCc1ccccc1
→ 9	5	1	3	17	2	-5	0.83	0
COc1ccc(C(=O)OC(C(=O)c2ccc(C)cc2)c2ccccc2)cc1 (centres undefined)
→ -36	21	0.91	0	6	17	9	0.94	17
CC1(C)Cc2ccccc2/C(=C/C(=O)N2CCCCCC2)N1
→ -8	-5	0.96	3	-10	42*	4	1.1	37
COc1ccc(CN2CCNC(=O)C2CC(=O)NCC2CCOCC2)c(F)c1 (centres undefined)
→ 2	-4	0.9	-1	-28	13	10	1.3	1
CCCCCN1CC(=O)N2Cc3[nH]c4ccccc4c3C[C@H]2C1=O
→ 11	3	0.99	-8	-10	27	1	1.1	10
O=c1ccc(-c2nc3ccccc3n2Cc2ccccc2Cl)c[nH]1
→ 19	8	0.94	2	-7	11	6	1.1	6
C=CCSc1ncc(CO)n1Cc1ccccc1
→ 20	2	0.96	8	4	1	4	0.96	-17
COc1ccccc1NC(=O)C(C)OC(=O)CCSc1ccc(F)cc1 (centres undefined)
→ 8	-3	0.96	4	4	-12	4	0.96	-15
COc1ccc(-c2csc3ncnc(NCCCO)c23)cc1
→ 7	-6	0.95	-3	-16	-4	5	1.2	9

Looked up by compound from the list above (4):
Value order: NALP3 yeast inh	Apaf-1 inh	mIAP activ	ATG4B inh	hIAP block	tim10-1 inh	mIAP inh	hIAP act	TIM10 inh
COCCCN1C(=O)C(=O)/C(=C(/O)c2ccccc2)C1c1ccc(N(C)C)cc1 (centres undefined)
→ -8	-13	0.92	5	9	19	8	0.91	10
CC1(C)Cc2ccccc2/C(=C/C(=O)N2CCCCCC2)N1
→ -8	-5	0.96	3	-10	42*	4	1.1	37
COC(=O)CC1=NN(c2nc3ccccc3s2)C(=O)/C1=C/N(C)C
→ -12	-1	0.92	1	20	8	8	0.8	-12
C=CCSc1ncc(CO)n1Cc1ccccc1
→ 20	2	0.96	8	4	1	4	0.96	-17

New compounds follow.
Value order: NALP3 yeast inh	Apaf-1 inh	mIAP activ	ATG4B inh	hIAP block	tim10-1 inh	mIAP inh	hIAP act	TIM10 inh
CCOC(=O)N1CCN(S(=O)(=O)N2CCCC(C(=O)NCc3ccc(OC)cc3)C2)CC1 (centres undefined)
→ 12	-8	1	-3	-4	-1	-3	1	2
CCC(NC(=O)CCc1c(C)c2cc3c4c(oc3cc2oc1=O)CCCC4)C(=O)O (centres undefined)
→ 10	2	0.98	-11	-7	10	2	1.1	6
Cc1ccc(-n2c(C)cc(/C=N/Nc3ccc([N+](=O)[O-])cn3)c2C)cc1
→ -6	7	0.84	0	18	17	16	0.82	1
CN(C)/C=C(\C#N)C(=O)N/N=C(\CC(=O)C(F)(F)F)c1ccco1
→ 16	9	0.64	-6	-12	6	36	1.1	-1
CCOC(=O)c1c(N)sc2c(O)c(Br)ccc12
→ -15	6	1	-3	14	50*	-3	0.86	53*
COC(=O)c1cnc[nH]1
→ 4	-13	0.99	-9	20	-13	1	0.8	3
Cc1ccc(NC(=S)NC(=O)C2CCCCC2)c(Br)c1
→ 49	21	0.9	4	2	13	10	0.98	35
CCOCCCNC(=S)N1CCC(NC(=O)C2CCCCC2)CC1
→ 15	-3	1	-2	-13	8	-3	1.1	1
O=C(Nc1ccc(C(F)(F)F)cc1)c1cnc(N2CCN(c3ccccn3)CC2)c2ccccc12
→ 16	9	0.95	-3	7	-6	5	0.93	-9
CSc1cc(/C=N/O)c(SC)s1
→ 2	3	0.95	3	-9	-17	5	1.1	-3
Cc1c(NC(=O)CSc2nnc(-c3cccnc3)n2N)c(=O)n(-c2ccccc2)n1C
→ -12	-12	0.95	-7	8	2	5	0.92	3
Cc1ccc(C(=O)NCCN2CCOCC2)cc1C
→ 3	1	0.96	6	-20	-6	4	1.2	-1
Cc1cc(C(=O)Nn2c(-c3ccncc3)nc3ccccc3c2=O)ccc1[N+](=O)[O-]
→ 9	-1	1	-1	-7	-17	-2	1.1	-11
Cc1cccc(N(C)C(=O)CCS(=O)(=O)c2cccc3nonc23)c1
→ 9	12	1.1	0	-3	15	-5	1	-1
Cc1cc(C)cc(NC(=O)CCC(=O)Nc2nnc(C(C)C)s2)c1
→ -1	3	1.1	4	-12	-11	-7	1.1	3
C[C@H](CO)N1C[C@H](C)[C@@H](CN(C)S(=O)(=O)c2cn(C)cn2)Oc2ccc(NC(=O)C3CC3)cc2C1=O
→ -6	3	1	-8	-19	-7	-5	1.2	3
Fc1ccc(Nc2ccnc(Nc3ccc(F)cc3)n2)cc1
→ 21	10	1.1	-7	1	11	-6	0.99	32
Cc1[nH]c2ccccc2c1C(=O)CN1C(=O)C(=O)N(CCC2=CCCCC2)C1=O
→ 18	8	1.1	-15	11	10	-6	0.89	10
CCOc1ccc(/C=C/C(=O)N2CCOCC2)cc1OC
→ 26	4	1	2	4	11	-5	0.96	-1
CCCn1c(NC(=O)C2CCN(C(=O)c3ccccc3C)CC2)nc2ccccc21
→ 2	10	1.1	1	-36	16	-5	1.4	6
Cc1cc(C(=O)NCc2cccnc2)cs1
→ 8	-15	1	3	2	-2	-1	0.98	8
COc1ccccc1NC(=O)CN1CCN(CC(=O)Nc2ccc(C)c(F)c2)CC1
→ 27	6	1	-7	-9	9	0	1.1	18
CCn1nc(NC(=O)c2ccncc2)c2cc3ccccc3nc21
→ 20	1	0.91	-7	11	32	9	0.89	20
CCOc1ccc(C)cc1S(=O)(=O)NC1CCCCCC1
→ -8	20	0.97	-8	-18	32	3	1.2	14
CC(C)CNC(=O)c1cccc(NC(=O)C2CCCO2)c1 (centres undefined)
→ -6	5	1	2	-4	3	-2	1	-19
COc1ccc(C(C(=O)NC2CCCCC2)N(C(=O)c2ccco2)c2ccccc2C(C)=O)cc1OC (centres undefined)
→ 1	5	1.1	-7	-15	15	-9	1.2	-9
O=C(N/N=C/c1ccccn1)C12CC3CC(CC(C3)C1)C2
→ 5	-5	0.88	32	-1	25	12	1	29
O=C1CCCC(=O)N1c1ccc(N2CCN(c3ccccc3)CC2)c([N+](=O)[O-])c1
→ 13	-2	0.95	-10	-4	10	5	1	-10
Cc1ccccc1S(=O)(=O)Cc1ccc(C(=O)NCCCOC(C)C)o1
→ 8	-12	0.95	7	0	6	5	1	-3
O=C1CC(c2ccccc2)CC2=C1CN(C1CCCCC1)CN2 (centres undefined)
→ -7	-5	1	-2	-48	22	-3	1.5	25
CCCCOCCCNC(=O)N[C@@H](CCSC)C(=O)OC
→ 7	-8	1	-3	-5	15	-2	1	-5
CC1CCOC2(O1)C(=O)N(CN1CCN(c3cccc(Cl)c3)CC1)c1ccccc12 (centres undefined)
→ -8	2	1	-5	-8	14	0	1.1	6
Cc1ccc(C(=O)C2CCOC(C)(C)C2)cc1 (centres undefined)
→ 3	-1	0.89	-9	-34	11	11	1.3	12
O=C(NCC1(O)CCCCC1)C1CCC(=O)N(Cc2ccccc2F)C1 (centres undefined)
→ 2	-13	0.97	20	-23	-8	3	1.2	-9
C/C(=C/c1oc2ccc(O)cc2c1[N+](=O)[O-])N(C)C
→ 15	9	0.8	15	23	22	20	0.77	10
O=C(c1ccc(CN2CCOCC2)cc1)N1CCC(Cc2ccccc2)CC1
→ 9	9	0.95	-15	9	36	5	0.91	32
COc1ccc(NC(C)=O)cc1S(=O)(=O)Nc1ccccc1C(=O)N1CCCC1
→ 9	-24	1	-10	8	8	-3	0.92	2
CC(Oc1ccc(Cl)cc1Cl)c1nc(-c2ccc(NC(=O)c3cccnc3)cc2)no1 (centres undefined)
→ 10	-1	1	-8	-3	27	-2	1	26
CCNC(=O)NC(=O)COC(=O)CCCc1nc2ccccc2s1
→ -3	-11	1.1	1	-7	27	-14	1.1	-8
Cc1cccc(C(=O)N2CCC(c3nc4ccccc4s3)CC2)c1
→ -36	18	1	-2	4	21	-3	0.96	-1
Nc1nc(Nc2ccc(Cl)cc2)c(NC=O)c(=O)[nH]1
→ 11	-3	1	1	-15	17	-1	1.2	2
Nc1cc(N)nc(SCC(=O)NNC(=O)c2ccc(Cl)cc2)n1
→ 0	0	0.91	3	15	6	9	0.85	0
CC(=O)OCC(=O)[C@@]1(O)CC[C@H]2[C@@H]3CCC4=CC(=O)CC[C@]4(C)[C@H]3[C@@H](O)C[C@@]21C
→ -1	-2	0.99	-1&-11	-4	-11	2	1	3
CSc1ncccc1C(=O)OCC(=O)c1ccccc1Br
→ 22	-10	1.1	16	-5	15	-6	1.1	24

High-throughput results as filed in PubChem.
